High-throughput results deposited in PubChem by National Center for Advancing Translational Sciences (NCATS).
EPAC2 agonist: agonists of human EPAC2 (RAPGEF4) | Q8WZA2 | EPAC2 activation, biochemical qHTS; response scale: 100% = 6.5 mM cAMP response | Potency, µM (titrated, usually from 154 µM), for inactives: top-dose activation, hits mostly activators | actives 0.079% (n = 360,000); also: potency is read from the fitted curve at half-maximal effect; nearly all actives have a fitted effect of over 50% in size
Target sequence (Q8WZA2 whole entry, looked up): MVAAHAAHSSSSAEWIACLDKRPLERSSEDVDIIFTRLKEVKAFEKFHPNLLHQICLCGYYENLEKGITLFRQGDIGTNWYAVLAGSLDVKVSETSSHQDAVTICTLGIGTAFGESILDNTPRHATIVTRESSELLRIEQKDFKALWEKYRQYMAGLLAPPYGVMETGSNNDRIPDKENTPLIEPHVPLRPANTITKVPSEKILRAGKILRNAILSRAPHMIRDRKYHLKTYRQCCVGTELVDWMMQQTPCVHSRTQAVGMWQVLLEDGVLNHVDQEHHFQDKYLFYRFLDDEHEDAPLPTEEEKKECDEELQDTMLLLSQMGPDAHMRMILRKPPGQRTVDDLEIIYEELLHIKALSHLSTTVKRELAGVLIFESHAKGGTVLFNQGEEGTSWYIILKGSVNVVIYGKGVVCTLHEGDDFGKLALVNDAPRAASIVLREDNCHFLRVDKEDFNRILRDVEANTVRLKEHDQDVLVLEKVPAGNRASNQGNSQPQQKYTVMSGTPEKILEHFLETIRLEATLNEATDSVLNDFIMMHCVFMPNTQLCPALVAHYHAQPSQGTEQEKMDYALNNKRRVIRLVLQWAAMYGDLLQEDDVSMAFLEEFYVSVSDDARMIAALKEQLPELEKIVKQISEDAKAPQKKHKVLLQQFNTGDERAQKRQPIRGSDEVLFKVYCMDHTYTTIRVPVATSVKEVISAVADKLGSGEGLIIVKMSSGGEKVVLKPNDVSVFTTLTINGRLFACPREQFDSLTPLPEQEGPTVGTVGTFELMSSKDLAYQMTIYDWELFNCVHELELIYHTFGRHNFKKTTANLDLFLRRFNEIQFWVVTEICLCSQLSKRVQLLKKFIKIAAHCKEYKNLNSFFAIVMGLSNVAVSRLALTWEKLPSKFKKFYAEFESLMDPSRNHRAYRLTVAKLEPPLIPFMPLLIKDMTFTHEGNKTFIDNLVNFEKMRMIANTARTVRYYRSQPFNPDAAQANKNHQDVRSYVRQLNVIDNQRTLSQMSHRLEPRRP
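Compounds were added across a concentration range to EPAC2 (100 nM), RAP1B-BODIPY-GDP (250 nM) and GDP (50 uM). After 5 min at room temperature, fluorescence was recorded at 5-min intervals for 30 min.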
FUS suppressor: FUS proteinopathy suppression in yeast. S. cerevisiae FUS-expressing, growth rescue, OD600, 24 h. AID 1347120. actives 0.24% (n = 390,000). Potency, µM (titrated, usually from 76.6 µM), without a hit: at the highest dose growth rescue (activation), most hits filed as activators;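 also: potency is read from the fitted curve at half-maximal effect; plate controls were DMSO vehicle for no effect and reference control for full effect; nearly all actives have a fitted effect of over 55% in size; some results filed as inactive show a strong effect at the top dose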
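Steps: raffinose overnight preculture; dilution to OD 0.005 in 2% galactose minimal medium; compound addition (concentration series); 24hr at 30C, 99% humidity; absorbance read at 600 nm.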
DRD3 agonist: agonists of human D3 dopamine receptor; D3R DiscoveRx beta-arrestin cells, luminescence, 90 min; P35462; actives 0.58% (n = 410,000); max activation, %; in the data active = max activation above about 30%; also: 0% is about no effect; mostly tested at two doses, the higher about 12 µM
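Cells at 1500/well, incubated overnight, then treated with pinned compounds (dopamine as control) for 90 min at 37 degrees C. DiscoveRx reagent added for 30 - 60 minutes at room temperature; luminescence read.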
aSyn yeast inh: inhibitors of alpha-synuclein toxicity in yeast; Yeast expressing alpha-synuclein, growth rescue, BacTiter-Glo, 24 h; Potency, µM (titrated, usually from 46.1 µM), for the others: at the top dose growth rescue (activation), most hits filed as activators; actives 0.14% (n = 370,000); AID 652106; also: potency is read from the fitted curve at half-maximal effect; % of control where 0% means no effect; nearly all actives have a fitted effect of over 65% in size
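Screening used galactose-induced yeast with toxic alpha-synuclein levels, exposed to compound for 24 hr at 30 deg C. Cell growth, read with BacTiter-Glo luminescence, gave the measured signal.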
TDP43 rescue: rescues yeast growth from TDP-43 toxicity; TDP-43 expressing yeast growth rescue, BacTiter-Glo, 24 h; Potency, µM (titrated, usually from 46.1 µM), for inactives: top-dose growth rescue (activation), most hits filed as activators; actives 1.8% (n = 410,000); also: potency is read from the fitted curve at half-maximal effect; % of control where 0% means no effect; nearly all actives have a fitted effect of over 50% in size
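In this qHTS, compounds that restore growth of yeast expressing TDP-43 appear as activators. Cells (OD600=0.02, galactose medium, raffinose-pregrown) are incubated with compound 24 hr at 30 deg C and growth is quantified by BacTiter-Glo.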
DRD3 antagonist: D3 dopamine receptor (human) antagonism | actives 2.5% (n = 360,000) | D3R cells, DiscoveRx beta-arrestin luminescence, antagonist mode; stronger effect = lower value | P35462 | max response, negative = inhibition, %; in the data active = max response below about -50%; inconclusive = no clear call, values can overlap the other calls; also: % is scaled to controls: 0 for no effect and ±100 for the full control effect; mostly tested at two doses, the higher about 12 µM
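Cells plated overnight at 1500 cells/well, then exposed to library compounds with dopamine controls for 90 minutes at 37 degrees C. DiscoveRx reagent added for 30–60 minutes at room temperature; luminescence read, quantitative HTS format.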
EPAC2 antagonist: blocks human EPAC2 exchange factor | Q8WZA2 | EPAC2 GEF exchange of Rap1B-BODIPY-GDP, fluorescence | Potency, µM (series often up to 114 µM), for the others: at the highest dose activity, negative = inhibition, usual class: inhibitors | actives 0.18% (n = 360,000) | AID 720708; also: potency is read from the fitted curve at half-maximal effect; % is scaled to controls: 0 for no effect and ±100 for the full control effect; nearly all actives have a fitted effect of over 45% in size; many of its hits are not listed in these tables
Abeta yeast res: A-beta toxicity reversal in yeast. Potency, µM (highest dose often 46.1 µM), for inactives: top-dose growth rescue, usual class: activators. actives 0.063% (n = 410,000). AID 1347071. yeast expressing A-beta42, growth rescue, OD600, 48 h; response scale: 0% DMSO, 100% iron-clioquinol control; also: potency is read from the fitted curve at half-maximal effect; nearly all actives have a fitted effect of over 55% in size
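Growth rescue measured by 600 nm absorbance after 48 h yeast culture at 30 C with compound. Values normalized between DMSO and an equimolar ferric chloride plus clioquinol control.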
* hit, by the source's call; ? = inconclusive; nt = no result given; [ ] = remark or other dose. Unless noted, calls follow the shape of the dose curve; as a rule, active = well fitted curve in the direction sought with a large enough effect; inconclusive = small, poorly fitted or top-dose-only effect, or another doubt; inactive = no such curve, though single readings can be large; an effect the other way counts as inactive or inconclusive.

| no. | canonical_smiles | EPAC2 agonist | FUS suppressor | DRD3 agonist | aSyn yeast inh |
| --- | --- | --- | --- | --- | --- |
| 1 | CC(C)(CC(=O)O)CC(=O)NCc1c(Cl)cccc1Oc1ccccc1 | -5% | 17% | 11 | 0% |
| 2 | CNC(=O)C[C@H]1C(=O)N(CCc2ccccc2)C[C@@H]1Cc1ccccc1 | 5% | 7% | 1 | 1% |
| 3 | Cc1c(C(=O)NCc2ccco2)oc2ccccc12 | 8% | 10% | -5 | 3% |
| 4 | CC(C)CNC(=O)c1ccccc1NC(=O)CCSc1ccccc1 | 4% | 16% | 6 | -2% |
| 5 | CC(C)c1ccc(C2CC(c3ccc(Br)cc3)=NN2C(N)=S)cc1 (stereo not given) | 8% | 20% | 1 | -13% |
| 6 | CSCCC(C(=O)N(C)CC(=O)Nc1cccc(F)c1)N1C(=O)c2ccccc2C1=O (stereo not given) | 2% | 3% | 3 | -5%[1.84 µM] |
| 7 | CCOC(=O)N1CCC(NC(=O)c2cn(-c3ccc(OC)cc3)c(=O)c3ccccc23)CC1 | -7% | 11% | 1 | 2% |
| 8 | COc1cc(C(=O)NNC(=O)COc2ccc(C)cc2)ccc1OCC(=O)N1CCOCC1 | 6% | -11% | 8 | 4% |
| 9 | CC(=O)Nc1ccc(C(=O)N/N=C/c2ccncc2)cc1 | 0% | 12% | 1 | -1% |
| 10 | C/C(=N/OC(=O)c1c(F)cccc1F)c1nccs1 | -4% | 18% | 11 | -12% |
| 11 | C[C@H](CO)N1C[C@H](C)[C@@H](CN(C)Cc2ccc(Cl)c(Cl)c2)OCCCC[C@H](C)Oc2ccc(NC(=O)CCC(F)(F)F)cc2C1=O | 2% | 9% | -3 | -4% |
| 12 | O=c1c(-c2ccc([N+](=O)[O-])cc2)coc2c(O)c(O)ccc12 | 3% | 9% | 29 | ? |
| 13 | O=C(CN1C(=O)c2ccccc2C1=O)C(O)CN1C(=O)c2ccccc2C1=O (stereo not given) | 16% | -15% | -3 | -8% |
| 14 | CCN(CC(=O)Nc1c(F)cccc1F)C(=O)/C=C/c1ccc(C)cc1 | -3% | -12% | -1 | 0% |
| 15 | CC(/C=C1\SC(=S)N(NC(=O)c2ccc(C)cc2)C1=O)=C\c1ccccc1 | 10% | ? | -7 | -8% |

| no. | TDP43 rescue | DRD3 antagonist | EPAC2 antagonist | Abeta yeast res |
| --- | --- | --- | --- | --- |
| 1 | -10% | 10 | 8% | 4% |
| 2 | 13% | 0 | 4% | 12% |
| 3 | 16% | 3 | -3% | -13% |
| 4 | -1% | 18 | -11% | 13% |
| 5 | -6% | ? | -8% | 10µM* |
| 6 | 0% | 6 | -5% | 6% |
| 7 | 11% | 10 | -1% | 5% |
| 8 | 1% | 8 | -30% | -7% |
| 9 | 23%[9.22 µM] | -4 | 0% | -7% |
| 10 | -6% | -12 | 8% | -15% |
| 11 | -9% | 0 | 0% | -6% |
| 12 | 3% | 46 | -8% | -24% |
| 13 | 10% | -16 | -8% | -14% |
| 14 | 16% | 7 | -16% | -7% |
| 15 | 10% | -52* | -9% | 1% |

4 entries picked at random from the list so far:
| no. | canonical_smiles | EPAC2 agonist | FUS suppressor | DRD3 agonist | aSyn yeast inh |
| --- | --- | --- | --- | --- | --- |
| 11 | C[C@H](CO)N1C[C@H](C)[C@@H](CN(C)Cc2ccc(Cl)c(Cl)c2)OCCCC[C@H](C)Oc2ccc(NC(=O)CCC(F)(F)F)cc2C1=O | 2% | 9% | -3 | -4% |
| 6 | CSCCC(C(=O)N(C)CC(=O)Nc1cccc(F)c1)N1C(=O)c2ccccc2C1=O (stereo not given) | 2% | 3% | 3 | -5%[1.84 µM] |
| 12 | O=c1c(-c2ccc([N+](=O)[O-])cc2)coc2c(O)c(O)ccc12 | 3% | 9% | 29 | ? |
| 13 | O=C(CN1C(=O)c2ccccc2C1=O)C(O)CN1C(=O)c2ccccc2C1=O (stereo not given) | 16% | -15% | -3 | -8% |

| no. | TDP43 rescue | DRD3 antagonist | EPAC2 antagonist | Abeta yeast res |
| --- | --- | --- | --- | --- |
| 11 | -9% | 0 | 0% | -6% |
| 6 | 0% | 6 | -5% | 6% |
| 12 | 3% | 46 | -8% | -24% |
| 13 | 10% | -16 | -8% | -14% |

(continued)
| no. | canonical_smiles | EPAC2 agonist | FUS suppressor | DRD3 agonist | aSyn yeast inh |
| --- | --- | --- | --- | --- | --- |
| 16 | O=C(N/N=C/c1ccc(-c2ccc(S(=O)(=O)Nc3ncccn3)cc2)o1)c1cc2ccccc2cc1O | 1% | 36% | -5 | 0% |
| 17 | COc1ccc(OCCCC(=O)Nc2cc(S(=O)(=O)N3CCCCC3)ccc2OC)cc1 | 17% | -12% | -3 | -5% |
| 18 | COCCC(=O)N1CCC(Oc2ccc(C(=O)N(C)Cc3cc(C)no3)cc2)CC1 | 0% | 14% | 1 | -4% |
| 19 | CCOCCCNC(=O)C(c1ccc(Cl)cc1)N(Cc1ccc2c(c1)OCO2)C(=O)CNC(C)=O (stereo not given) | 2% | 7% | 3 | 2% |
| 20 | Cc1[nH]c(=O)[nH]c(=O)c1S(=O)(=O)N1CCCC(C(=O)NCc2ccc3c(c2)OCO3)C1 (stereo not given) | 2% | -8% | 2 | -7% |
| 21 | COc1ccc(OCC(=O)Nc2ccc(S(=O)(=O)N3CCOCC3)cc2)cc1 | -1% | 21% | 2 | 0% |
| 22 | CC(C)(C)n1nnnc1C(c1ccccc1)N1CCc2ccccc2C1 (stereo not given) | 15% | -55% | 0 | 4% |
| 23 | N#C/C(=C\c1ccccc1)C(=O)Nc1cc(S(=O)(=O)N2CCOCC2)ccc1N1CCCC1 | -2% | ? | -2 | 0% |
| 24 | CCn1c(SCC(=O)Nc2cccc(NC(=O)c3cccs3)c2)nnc1-c1ccncc1 | -7% | 12% | 4 | -3% |
| 25 | CCCNC(=O)NC(=O)CSc1nc2ccccc2c(=O)n1Cc1ccncc1 | -7% | 1% | 2 | -4% |
| 26 | CCOC(=O)c1c(NC(=O)CN2C(=O)NC3(CCC(CC)CC3)C2=O)sc(C)c1-c1ccc(C)cc1 (stereo not given) | -8% | -2% | -4 | -11% |
| 27 | CCn1cc(C(=O)N2CCN(c3ccc(OC)cc3)CC2)c(=O)c2cc(S(=O)(=O)N(C)C3CCCCC3)ccc21 | nt | -13% | -4 | nt |
| 28 | O=C(c1ccco1)N1CCN(c2ncnc3scc(-c4ccccc4)c23)CC1 | -10% | 31% | 1 | 1% |
| 29 | O=C(NC1CC(=O)N(c2ccccc2)C1)c1cc2ccccc2o1 (stereo not given) | nt | -7% | 1 | nt |

| no. | TDP43 rescue | DRD3 antagonist | EPAC2 antagonist | Abeta yeast res |
| --- | --- | --- | --- | --- |
| 16 | 11% | ? | -12% | 0% |
| 17 | -16% | ? | -13% | 8% |
| 18 | 16% | 2 | 13% | -8% |
| 19 | 11% | 0 | -2% | -18% |
| 20 | 12% | 7 | 3% | -8% |
| 21 | 1% | 15 | -2% | -6% |
| 22 | 10% | ? | -3% | 17%[9.22 µM] |
| 23 | -12%[9.22 µM] | 14 | 7% | 25% |
| 24 | 5% | 0 | 3% | 0% |
| 25 | 1% | 8 | -3% | 8% |
| 26 | -6% | -16 | 15% | 0% |
| 27 | 1% | nt | nt | 5% |
| 28 | ? | 0 | -4% | -11% |
| 29 | 21% | nt | nt | -17% |

These rows are one share of the data; the hit share may differ from the screen's.
